Screening data (PubChem BioAssay)
HSP90 refold inh: blocks HSP90-mediated luciferase refolding in reticulocyte lysate; Rabbit reticulocyte lysate, luciferase refolding luminescence, 3 h; inhibition, % at 5.6 µM; 290,000 tested, 0.91% active;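 active = inhibition above the screen-wide mean plus 3 SD, computed separately per campaign, cut at about 16% in these data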;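 also: 0% = DMSO wells and 100% = 60 µM geldanamycin wells; inhibitors lower the luminescence because luciferase stays unfolded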
IEC-6 cytotox: IEC-6 cytotoxicity, counter-screen for KLF5 inhibitors; inhibition, % at 5 µM; luminescence viability; 290,000 tested, 0.78% active; in the data active = inhibition above about 22%;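 also: 0% = plate median of test compound wells and 100% = cytotoxic reference compound wells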
HIF activator: HIF pathway transcriptional activation; activation, % at 7.5 µM (by protocol); U2OS HRE-luciferase reporter, luminescence; normalized: DMSO 0%, desferrioxamine 100%; 300,000 tested, 0.32% active; AID 1910;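 active = mean activation of at least 10% of the iron chelator positive control signal, with at least half of replicates also reaching 10%; inconclusive = mean and replicate majority disagree about reaching 10%; inactive = mean and most replicates under 10%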
AI-2 QS mod: modulators of Vibrio harveyi AI-2 quorum sensing system. Vibrio harveyi JMH597 AI-2 luminescence/OD600 ratio, 9 h; active compounds read low; strain lacks LuxN and CqsS sensors; 0 = neutral-control median. activity change, % at 7.5 µM. 300,000 tested, 0.4% active. AID 2094; in the data active = activity change below about -75%, passing the limit was not always enough; inconclusive = no clear call, values can overlap the other calls;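 also: luminescence divided by OD600 gain over 9 h not by final OD600 alone; inactives centre near 13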
KLF5 inhibitor: suppresses KLF5 promoter-driven expression; DLD-1 KLF5 promoter-luciferase reporter, luminescence; inhibition, % at 5 µM; 290,000 tested, 0.23% active;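 active = inhibition above a per-plate limit of that plate's mean compound inhibition plus 3 SD, cut at about 60% in these data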;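 also: 0% = DMSO wells and 100% = LY294002 at 200 µM; higher means less KLF5 promoter-driven luciferase light; inactives centre near -14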
aSyn 5UTR inh: 5' untranslated region of α-synuclein, MLPCN primary screen | 300,000 tested, 0.82% active | alpha-synuclein 5'UTR reporter, inhibitor activity | AID 1813 | inhibition, % (tested at 7.5 µM); in the data active = inhibition above about 60%; inconclusive = no clear call, values can overlap the other calls;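 also: H4 neuroglioblastoma cells stably carrying SNCA 5'UTR luciferase fusion; 0% = DMSO wells and 100% = positive control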
HSF1 inh: HSF1 inhibition | activity change, negative = inhibition, % at 7.5 µM (by protocol) | NIH3T3-HGL HSE-luciferase, MG132-induced, luminescence 8 h; active compounds read low | 300,000 tested, 0.77% active;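 active = more than half of replicate wells show activity change below -50%, luminescence cut by over half; inconclusive = some wells, but at most half, below -50%; inactive = no replicate well below -50%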;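 also: luciferase reports HSF-1 transcriptional activity via heat shock element; 0% = median of DMSO wells and -100% = zero luminescence signal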
HSF-1 act: increases HSF-1 driven luciferase reporter signal | activation, % at 9 µM | 300,000 tested, 1.7% active | NIH3T3-HGL HSF-1 luciferase reporter, MG132, 8 h; 100% = twice DMSO control signal;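 active = mean replicate activation of at least 50% with a set share of replicates each reaching 50%; inconclusive = only one of those two conditions met; inactive = mean below 50% and too few replicates reaching it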;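 also: 0% = median of the neutral control wells and 100% = twice that signal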
Platelet DG rel: platelet dense granule release activity. AID 1663. 300,000 tested, 0.22% active. inhibition, %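 (compounds screened at 7.5 µM in platelet-rich plasma)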. human platelet-rich plasma, SFLLRN dense granule ATP release, luminescence;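 active = mean replicate score, as percent of positive control, at or above 50; inconclusive = mean below 50 but at least one replicate at or above 50; inactive = mean and every replicate below 50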
HDAC3 inhib: inhibitors of human histone deacetylase 3 | O15379 | recombinant HDAC3, fluorogenic peptide/trypsin coupled, fluorescence | inhibition, % at 8.3 µM | 320,000 tested, 0.15% active | AID 2718; in the data active = inhibition above about 26%, passing the limit was not always enough; inconclusive = no clear call, values can overlap the other calls
Target sequence (O15379 whole entry, looked up): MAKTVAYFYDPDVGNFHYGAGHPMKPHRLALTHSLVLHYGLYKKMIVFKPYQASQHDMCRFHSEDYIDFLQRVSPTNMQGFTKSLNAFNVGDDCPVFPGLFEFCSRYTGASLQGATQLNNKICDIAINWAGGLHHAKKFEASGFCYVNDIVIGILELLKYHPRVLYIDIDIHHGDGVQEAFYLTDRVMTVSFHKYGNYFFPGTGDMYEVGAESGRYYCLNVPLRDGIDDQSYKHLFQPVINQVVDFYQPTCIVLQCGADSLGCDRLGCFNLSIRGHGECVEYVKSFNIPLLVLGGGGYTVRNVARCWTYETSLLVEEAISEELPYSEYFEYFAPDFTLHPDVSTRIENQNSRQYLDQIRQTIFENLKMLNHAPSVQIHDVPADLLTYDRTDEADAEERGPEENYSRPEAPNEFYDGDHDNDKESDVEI
Active calls of the source: *; ? = inconclusive; / = no result given.

SMILES	HSP90 refold inh	IEC-6 cytotox	HIF activator	AI-2 QS mod	KLF5 inhibitor	aSyn 5UTR inh	HSF1 inh	HSF-1 act	Platelet DG rel	HDAC3 inhib
O=C(Nc1cccc(-c2cccc(Cl)c2)c1)C1CCN(CC2CCOC2)CC1 (stereo not drawn)	0	9	0.4	0	-32	-5	-5	-7	1	2
Cc1ccc(S(=O)(=O)N2C(=O)C(c3ccccc3)SC2=Nc2ccccc2)cc1 (stereo not drawn)	4	2	0.3	14	-54	-32	7	-17	-6	-2
CCC(C)NC(=O)c1ccc2nc(-c3ccc(OC)c(OC)c3)c(-c3ccc(OC)c(OC)c3)nc2c1 (stereo not drawn)	-7	-3	1.0	31	-23	3	2	-7	2	-12
Cc1cc(C)c(S(=O)(=O)c2ccc(Cl)cc2C)c(Cl)n1	-6	0	-0.2	16	-13	-2	1	-5	-12	6
CN(C)S(=O)(=O)c1cccc(COC(=O)CN2C(=O)NC3(CCCC3)C2=O)c1	-5	-7	-0.2	4	-36	35	-35	-50	-4	-2
O=c1c2ccccc2nc(/C=C/c2cccc([N+](=O)[O-])c2)n1CCO	-3	-1	0.0	18	6	-15	-4	10	-3	3
CCC(=O)N1CCc2cc(S(=O)(=O)CCC(=O)NCc3ccc(OC)cc3)ccc21	-3	3	0.3	31	-6	-7	-4	6	1	1
O=C(c1cc2nc(-c3ccccc3)cc(C(F)(F)F)n2n1)N1CCOCC1	-3	-4	0.7	55	-33	-48	-8	0	4	4
CCc1nnc(NC(=O)C(c2ccccc2)c2ccccc2)s1	3	6	0.3	9	-10	2	-2	-6	-4	3
Brc1ccccc1OCCCN1CCCCCC1	-1	-1	-0.1	10	-37	-7	-2	-5	4	-1
CCCCn1c(SCC(=O)N2CCCCC2C)nc2cc(S(N)(=O)=O)ccc21 (stereo not drawn)	3	-1	-0.1	21	8	-8	-7	1	5	-3
CC(C(=O)N1CC2(C)CC1CC(C)(C)C2)N1C(=O)c2ccccc2C1=O (stereo not drawn)	4	5	-0.3	-8	-22	2	-3	-11	-3	-3

Next part; it opens with the 2 that closed the last part.
SMILES	HSP90 refold inh	IEC-6 cytotox	HIF activator	AI-2 QS mod	KLF5 inhibitor	aSyn 5UTR inh	HSF1 inh	HSF-1 act	Platelet DG rel	HDAC3 inhib
CCCCn1c(SCC(=O)N2CCCCC2C)nc2cc(S(N)(=O)=O)ccc21 (stereo not drawn)	3	-1	-0.1	21	8	-8	-7	1	5	-3
CC(C(=O)N1CC2(C)CC1CC(C)(C)C2)N1C(=O)c2ccccc2C1=O (stereo not drawn)	4	5	-0.3	-8	-22	2	-3	-11	-3	-3
O=C(Cn1ncc2c1-c1ccccc1OC2)N(Cc1ccco1)C1CCCCC1	0	-3	-0.1	15	-33	5	6	9	0	1
Cc1ccc(NC(=O)C2CCN(S(=O)(=O)c3c(C)n[nH]c3C)CC2)nc1	-6	-4	-0.3	12	-28	10	-4	-12	13	-2
O=C(OCCN=C1NS(=O)(=O)c2ccccc21)c1cccs1	-4	2	-0.3	23	-1	4	-4	-9	4	-8
CCc1nn(CC(=O)NCCCc2ccccc2)c(=O)c2cc3c(OC)cccc3n12	-3	-9	-0.8	10	-17	-7	-1	15	-12	4
COCCNC(=O)NC12CC3(C)CC(C)(CC(C)(C3)C1)C2	1	2	0.0	10	-17	-27	-11	3	2	2
O=C(c1ccc(NS(=O)(=O)c2ccc3[nH]c(=O)[nH]c3c2)cc1)N1CCCC(C(F)(F)F)C1 (stereo not drawn)	/	/	0.4	17	/	12	5	-5	/	5
Cc1cc(=O)[nH]c2nnc(-c3ccc(Br)cc3)n12	9	3	-0.2	15	-80	-62	2	-1	7	0
Cc1nn(-c2ccc(N3CCOCC3)nn2)c(C)c1CCC(=O)NCc1ccccc1	-6	0	0.0	20	-12	-24	1	-1	9	4
O=C(c1ccc([N+](=O)[O-])cc1)N1CCSC1c1ccccc1 (stereo not drawn)	-1	-1	-3.3	12	-53	-6	-8	3	3	5
COc1cccc(NC(=O)CC2C(=O)NC3CCCCC3N2C(=O)c2ccc(F)cc2)c1 (stereo not drawn)	3	6	-0.1	18	-27	7	-1	-1	-3	-3
Cn1cc(/C=C/C(=O)N2CCCC(C(=O)c3cccc4ccccc34)C2)cn1 (stereo not drawn)	-3	5	0.4	20	-16	11	-3	4	1	/
O=C(c1ccc(Cn2c(=S)[nH]c3ccc(Br)cc3c2=O)cc1)N1CCN(C2CCCCC2)CC1	4	-1	-0.4	25	-15	5	-5	-3	16	5
Cc1nn2c(N3CCCC3)cc(C(C)C)nc2c1-c1ccccc1	1	2	-0.3	13	-23	36	-7	-24	-2	-8
O=C(CN1C(=O)NC2(CCCc3ccccc32)C1=O)NC1CCCCC1 (stereo not drawn)	/	/	0.1	8	/	-10	-6	-28	-20	1
CC1CN(c2cc(=O)n(-c3ccccc3)c(=O)[nH]2)CC(C)O1 (stereo not drawn)	2	0	-0.2	21	-22	4	2	20	2	-3
CCc1ccc(-c2cc(C(=O)N/N=C/c3ccccn3)[nH]n2)cc1	1	-4	1.4	46	-89	-36	4	-15	6	0
O=C(Nc1ccccc1)Nc1cccc(NC(=O)Nc2ccccc2)c1F	-2	4	1.3	16	-32	-42	-5	8	0	-2
CSc1ccc(-c2nc(CN3CCCCC3c3cccnc3)c(C)o2)cc1 (stereo not drawn)	11	-1	0.1	11	2	-22	-4	-13	3	-4
Cc1ccc(S(=O)(=O)Nc2c(O)c3ccccc3oc2=O)cc1C	-1	-1	0.5	9	-17	-1	-1	5	1	2
COc1ccc(S(=O)(=O)Nc2ccc(-c3ccc(N4CCCC4)nn3)cc2)cc1C	/	/	0.9	23	/	12	5	-1	13	-4
Cc1cccc(C(=O)NC2CCCCCCC2)c1	-4	-3	1.9	0	-199	-214	18	27	-4	3
O=[N+]([O-])c1cccc(S(=O)(=O)NCCc2cn3ccccc3n2)c1	-2	2	-0.1	-5	-9	-12	4	-9	0	4
CCOCc1cn(CC(=O)c2ccc([N+](=O)[O-])cc2)c(C)nc1=N	-6	-9	0.1	15	-18	-43	4	6	0	-2
COC(=O)CSc1nc2cc(C)cc(C)c2cc1C#N	2	8	-31	31	-13	-180	31	45	1	-3
O=C(CNC(=O)c1ccccc1F)NC1CC1	2	7	0.1	10	-17	-7	-5	4	-9	-1
CN(C)c1ccc(C2CC(c3cccc(NS(C)(=O)=O)c3)=NN2C(=O)c2ccccc2)cc1 (stereo not drawn)	-2	0	-0.4	3	-60	31	16	25	-2	-4
Cc1cc(Br)ccc1NC(=O)CSc1nnc(CN2CCOCC2)n1C	2	2	-0.5	0	-1	7	-7	2	2	11
C=CCNc1nc(NCCN2CCOCC2)nc(N2CCOCC2)n1	-2	-1	1.3	8	-18	2	-2	-13	/	1
O=[N+]([O-])c1ccc(N2CCN(c3ccccc3F)CC2)nc1	2	1	-0.4	-5	-29	-66	-7	-15	-1	-3
Nc1nc(-c2cccnc2)nn1S(=O)(=O)c1ccccc1	-1	-4	0.3	11	-27	26	-3	-5	-4	-2
COc1cc(C)nc(N2CCCC(C(=O)Nc3cccc(Cl)c3C)C2)n1 (stereo not drawn)	-4	0	0.4	19	-14	-34	-15	-26	3	-4
CCOc1ccc(C2CC(c3ccccc3C)n3nc(N)nc3N2)cc1 (stereo not drawn)	-1	-6	-0.4	16	6	4	-5	3	9	-2
COc1ccc(C2Nc3ccccc3C(=O)N2Cc2ccccc2)cc1 (stereo not drawn)	-1	-8	-1.0	16	-16	-6	2	-4	1	-31
COC(=O)c1ccccc1NC(=O)CN1CCN(Cc2ccccc2)CC1	-1	-5	-1.1	0	-11	13	-13	-6	5	1
COc1ccc(CCc2nc(-c3ccc(-n4cccc4)cc3)no2)cc1	-1	5	-0.1	32	-21	-8	7	0	-2	2
Cn1c(-c2sccc2OCc2ccccc2)n[nH]c1=S	3	4	0.8	21	-4	0	1	7	-3	-4
COCCN(CCOC)S(=O)(=O)c1ccc(C(=O)Nc2ccncc2)cc1	-5	2	-6.4	2	-27	7	-3	-3	6	-1
O=C(COc1ccccc1)N1CCN=C1SCc1ccccc1F	1	6	-0.3	9	-23	14	2	1	-14	9
COc1cc(OC)cc(C(=O)N2CCC(C(=O)Nc3ccc4c(c3)OCCO4)CC2)c1	4	1	-11	23	-1	12	-6	6	0	-2
CCCN(Cc1cc2cccc(C)c2[nH]c1=O)C(=O)c1cccc(OC)c1	4	5	-0.4	-2	-8	-1	2	17	15	-4
N#Cc1ccc(NC(=O)CCc2nc3ccccc3s2)cc1	-9	-7	0.2	19	-3	-45	1	-5	0	-5
O=C(CCc1nc(-c2cccs2)no1)NCc1ccc(F)cc1Cl	2	2	-0.1	33	-30	20	-85*	-88	-13	-3
COc1cccc(C(=O)C2CCCN(C(=O)c3ccccn3)C2)c1 (stereo not drawn)	-8	-7	-0.6	6	-36	-13	-4	1	-7	0
CC(Sc1nc(-c2ccc(F)cc2)cs1)C(=O)Nc1ccc(Cl)cn1 (stereo not drawn)	0	-2	-3.6	-11	-10	-11	3	17	-7	6
Cc1cc(C)c2c(=O)n(CC(=O)NCCCN3CCN(c4ccccc4F)CC3)sc2n1	-6	1	-0.1	62	0	9	14	12	17	-20
Cc1ccc([N+](=O)[O-])c(OCCCNCC(C)O)c1 (stereo not drawn)	0	-1	0.2	32	-27	-2	-8	4	7	4
COc1ccc(-n2nc(C(=O)NCC(=O)N3CCN(C)CC3)c3ccccc3c2=O)cc1	-1	-1	0.1	24	-19	-17	1	2	-1	1
CN1CCN(c2ccc(NC(=O)c3ccc4c(c3)OCCO4)cc2)CC1	3	-3	0.6	10	-100	-12	-27	-15	3	3
CN(C)CCCN(C(=O)CCS(=O)(=O)c1ccccc1)c1nc2cc3c(cc2s1)OCO3	-6	4	?	20	10	7	33	36	-6	7
COc1ccc(C(=O)OCC(=O)Nc2c(C)cccc2C)cc1	0	1	-4.9	20	-30	0	-1	10	6	-2
CCc1nc(SCC(=O)O)c2c3c(sc2n1)COC(C)(C)C3	-5	0	-23	30	-5	-7	-7	10	-1	1
CCOc1ccccc1N(CC(=O)Nc1ccccc1C(=O)N1CCCC1)S(C)(=O)=O	7	-3	-0.4	31	-21	-9	8	13	-37	-1
CCOc1ccc2nnc(-c3ccc(Br)cc3)n2n1	1	1	0.4	11	-15	-7	-1	-4	3	-1
Cc1cc(-c2ccccc2)nc2oc(C(=O)NN)c(N)c12	4	3	-8.8	-9	-7	-16	-3	22	4	1
CCNc1cc2oc(=O)c(CN3CCOCC3)c(C)c2cc1C	-1	6	/	/	-7	/	/	/	/	-364
CCN(C(=O)COC(=O)c1n[nH]c2ccccc12)C1CCS(=O)(=O)C1 (stereo not drawn)	0	-4	-0.3	50	-8	13	-4	9	7	-7
Cc1cccc(NC(=O)C2CCN(C(=O)c3ccc(Cl)cc3)CC2)n1	/	/	0.3	14	/	-2	-11	-10	10	-3
C[C@H](CO)NC(=O)[C@@H]1C[C@H]1[C@@H](NP(=O)(c1ccccc1)c1ccccc1)c1ccccc1	0	2	0.7	11	-14	11	-6	4	12	-1
Cc1ccccc1SCC(=O)N1CCN(c2ccc(C(F)(F)F)cn2)CC1	-1	-1	-0.1	12	-12	26	4	6	22	-1
